# High-throughput results deposited in PubChem BioAssay by National Center for Advancing Translational Sciences (NCATS).
# ALOX15 inhib: 15-hLO (ALOX15) enzyme inhibition; 74,000 tested, 1.4% active; Potency, µM (series often up to 57.1 µM), inactives show at the top dose activity change, negative = inhibition, usual class: inhibitors; AID 887; P16050; purified 15hLO-1, xylenol orange hydroperoxide absorbance; note: potency is the fitted concentration of half-maximal effect; % is set by controls: 0 for no effect and ±100 for the full control effect; nearly all actives have a fitted effect of over 55% in size
#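 Purified human 15hLO-1 (40 nM) in 25 mM Hepes pH 7.5, 0.01% Triton X-100, preincubated 15 min RT with compound, then 50 uM arachidonic acid for 6 min. Hydroperoxide read by ferrous/xylenol orange, 30 min; 573/405 nm absorbance ratio gave progress.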
# Casp7 inh: blocks human caspase-7 allosterically or competitively; recombinant caspase-7, Ac-DEVD-AFC fluorescence rate; Potency, µM (series often up to 57.5 µM), without a hit: at the top dose activity change, negative = inhibition, most hits filed as inhibitors; 75,000 tested, 0.02% active; active = well fitted inhibition curve with a large enough effect in the main read-out, with a control signal flat, not every such curve was filed as active; inconclusive = small, poorly fitted or top-dose-only effect, or a change in a side signal; note: potency is the fitted concentration of half-maximal effect; % of control where 0% means no effect
# BRCT inh red: inhibitors of human BRCA1 BRCT-phosphoprotein interaction (red fluorophore); P38398; BRCT-phosphopeptide binding, red fluorescence polarization; Potency, µM (highest dose often 76.9 µM), without a hit: at the highest dose activity change, negative = inhibition, usual class: inhibitors; 75,000 tested, 0.03% active; note: % is set by controls: 0 for no effect and ±100 for the full control effect
#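 Rhodamine-labelled pBACH1 10-mer (100 nM) bound to BRCT domain (100 nM) at pH 7.3; compounds incubated 12 min room temperature, polarization read. Free peptide defines full inhibition; unlabelled decapeptide titrated as control.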
# BRCT PPI green: BRCA1 BRCT-phosphoprotein interaction inhibition | P38398 | BRCA1 BRCT-phosphopeptide binding, green fluorescence polarization | Potency, µM (top dose mostly 76.9 µM), without a hit: at the highest dose activity change, negative = inhibition, actives largely listed as inhibitors | 75,000 tested, 0.05% active;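 note: potency is the fitted concentration of half-maximal effect; plate controls were peptide without protein for full effect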
#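 Compounds were incubated for 12 min at room temperature with a complex of 100 nM fluorescein-tagged pBACH1 decapeptide and 250 nM His-tagged BRCT protein. Buffer was phosphate pH 7.3 with EDTA, DTT and Tween 20. Disruption of binding lowers the polarization signal.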
# Caspase-1 inhib: blocks human caspase-1 allosterically or competitively; AID 900; Caspase-1 enzyme, Ac-WEHD-AFC fluorogenic rate; 75,000 tested, 0.03% active; Potency, µM (titrated, usually from 57.5 µM), for the others: at the top dose activity change, negative = inhibition, usual class: inhibitors;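 note: potency is the fitted concentration of half-maximal effect; plate controls were vehicle for no effect and no substrate for full effect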
# Target sequence (P29466 120-297 limits assumed): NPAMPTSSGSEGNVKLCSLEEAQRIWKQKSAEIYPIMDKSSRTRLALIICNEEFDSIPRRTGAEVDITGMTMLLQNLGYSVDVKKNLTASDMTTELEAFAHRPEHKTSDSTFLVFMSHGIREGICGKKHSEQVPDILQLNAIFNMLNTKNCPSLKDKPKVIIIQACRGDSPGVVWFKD
# Target sequence (P29466 317-404 limits assumed): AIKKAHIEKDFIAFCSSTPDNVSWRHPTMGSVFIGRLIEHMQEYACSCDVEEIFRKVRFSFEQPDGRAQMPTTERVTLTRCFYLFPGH
# HEK293 cAMP ctrl: parental HEK293 cAMP activation (counter-screen) | parental HEK293 CNG cAMP sensor, membrane potential fluorescence | Potency, µM (highest dose often 57.1 µM), without a hit: at the top dose activation, usual class: activators | 73,000 tested, 2.5% active | AID 938; note: potency is the fitted concentration of half-maximal effect; % of control where 0% means no effect; nearly all actives have a fitted effect of over 55% in size
#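 Parental HEK 293 cells stably expressing a cAMP-gated CNG channel were loaded with membrane potential dye containing 100 uM RO 20-1724 for 60 min. Compound added for 30 min; depolarization read as fluorescence intensity at 590 nm.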
# HADH2 inhib: blocks human hydroxyacyl-CoA dehydrogenase type II | 73,000 tested, 3.4% active | Potency, µM (series often up to 57.1 µM), for inactives: at the highest dose activity change, negative = inhibition, hits mostly inhibitors | Q99714 | AID 886 | recombinant HADH2, NADH fluorescence, beta-hydroxybutyryl-CoA; note: potency is the fitted concentration of half-maximal effect; % is set by controls: 0 for no effect and ±100 for the full control effect; nearly all actives have a fitted effect of over 60% in size; many of its hits are not listed in these tables
#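 Buffer 100 mM Tris-HCl pH 9.0/0.01% Tween-20; HADH2 20 nM; NAD+ 1 mM; beta-hydroxybutyryl-CoA 90 uM (all final). 15 min cpd preincubation, RT.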
# Rhodamine autofl: compound fluoresces in the rhodamine spectral region. Rhodamine-region fluorescence, 547/598 nm, Tris buffer; hits give high values. max dye-equivalent concentration, M. 59,000 tested, 0.05% active; in the data active = max dye-equivalent concentration above about 11 nM; inconclusive = between about 1.1 nM and that limit
#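 A six-point rhodamine series on each plate calibrates the signal. Compounds sit in 100 mM Tris (pH 8.0) for 15 min at ambient temperature before imaging through 547 nm/598 nm filters.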
# Pol III holo inh: blocks replication by bacterial DNA polymerase III holoenzyme; AID 603; reconstituted DNA polymerase III holoenzyme replication, biochemical; Potency, µM (titrated, usually from 57.1 µM), without a hit: top-dose activity change, negative = inhibition; 71,000 tested, 0.25% active; note: potency is the fitted concentration of half-maximal effect; % is set by controls: 0 for no effect and ±100 for the full control effect
#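 Reconstituted *E. coli* holoenzyme (0.35 nM Pol III, 1 nM beta, 154 nM SSB, 2 nM primase) was preincubated with compound for 15 min at RT. Synthesis on 1.4 nM ssM13Gori ran 35 min, then was stopped with PicoGreen/EDTA and read as dsDNA fluorescence.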
# USP2a inh: inhibitors of human ubiquitin-specific protease USP2a. USP2a enzymatic assay, qHTS inhibition. O75604. Potency, µM (doses to about 38.3 µM), without a hit: top-dose activity change, negative = inhibition, actives largely listed as inhibitors. AID 927. 60,000 tested, 0.1% active;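 note: potency is the fitted concentration of half-maximal effect; nearly all actives have a fitted effect of over 60% in size; plate controls were DMSO for no effect and NEM full inhibition control for full effect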
#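 Coupled readout: USP2-cleaved Ub-PLA2 (20nM final) turns over NBD C6-HPC (20uM final), Ex 460nm/Em 535nm after 2.5 h, time-zero read flagging artifacts. Enzyme (20nM final, pH 8.0 Tris) given 30 min RT with compound first; NEM defines full inhibition.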
# Tau filament bind: binds recombinant human tau filaments. Potency, µM (doses to about 57.1 µM), inactives show top-dose activity change, negative = inhibition. P10636. 71,000 tested, 2% active. recombinant tau filaments, thioflavin S fluorescence, 15 h; filaments grown with octadecylsulfate alongside compound;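 note: potency is the fitted concentration of half-maximal effect; % is set by controls: 0 for no effect and ±100 for the full control effect; actives lower thioflavin S fluorescence by blocking filaments or displacing dye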
# Target sequence (P10636 whole entry, looked up): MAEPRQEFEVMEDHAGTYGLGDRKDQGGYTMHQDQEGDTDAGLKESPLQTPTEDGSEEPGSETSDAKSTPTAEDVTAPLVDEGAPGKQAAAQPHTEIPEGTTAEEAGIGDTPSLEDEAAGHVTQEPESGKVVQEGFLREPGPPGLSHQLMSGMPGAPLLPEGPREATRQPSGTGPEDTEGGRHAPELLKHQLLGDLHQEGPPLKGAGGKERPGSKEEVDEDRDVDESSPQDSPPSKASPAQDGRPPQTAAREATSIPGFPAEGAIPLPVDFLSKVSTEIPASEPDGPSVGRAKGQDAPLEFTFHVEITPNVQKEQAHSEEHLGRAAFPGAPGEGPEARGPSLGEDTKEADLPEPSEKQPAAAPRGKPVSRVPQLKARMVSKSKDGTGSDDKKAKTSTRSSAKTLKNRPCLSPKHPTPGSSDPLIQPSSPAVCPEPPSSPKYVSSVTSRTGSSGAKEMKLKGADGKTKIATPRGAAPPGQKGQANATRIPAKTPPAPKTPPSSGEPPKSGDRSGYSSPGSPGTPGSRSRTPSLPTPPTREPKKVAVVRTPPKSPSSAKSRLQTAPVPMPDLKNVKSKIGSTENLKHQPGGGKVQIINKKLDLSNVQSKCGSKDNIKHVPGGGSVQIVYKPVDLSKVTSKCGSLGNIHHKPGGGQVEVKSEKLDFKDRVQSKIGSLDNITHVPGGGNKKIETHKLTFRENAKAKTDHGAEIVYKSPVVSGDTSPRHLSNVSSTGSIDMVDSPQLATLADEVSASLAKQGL
#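 Assay mix: 1 uM His-tagged tau, 30 uM sodium octadecylsulfate, thioflavine S dye in HEPES/NaCl/DTT buffer. Compound is added prior to the inducer. Fluorescence after 15 h at 37 C.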
# Active calls of the source: *; i = inactive; u = inconclusive; x = not tested or not shown; [ ] = dose if it differs, or a comment. Unless noted, calls come from the whole dose curve; as a rule, active = well fitted curve in the direction sought with a large enough effect; inconclusive = small, poorly fitted or top-dose-only effect, or another doubt; inactive = no such curve, though single readings can be large; an effect the other way counts as inactive or inconclusive.
item	molecule	ALOX15 inhib	Casp7 inh	BRCT inh red	BRCT PPI green	Caspase-1 inhib	HEK293 cAMP ctrl
1	O=C(O)c1ccccc1S(=O)(=O)NCC(O)COC1CCCCC1 (stereo not drawn)	-3%	3%	-3.4%	-2.3%	-1%	5%
2	CN1CCN(S(=O)(=O)c2ccc3[nH]cc(C(=O)O)c(=O)c3c2)CC1	7%	-1%	1.4%	-0.7%	1%	10%
3	CC1CCC(O)([C@](C)(C(=O)O)c2ccccc2)CC1 (stereo partly drawn)	-3%[11.4 µM]	-2%[11.5 µM]	-1.7%[15.4 µM]	-0.9%[15.4 µM]	0%[11.5 µM]	30%[11.4 µM]
4	CCOC(=O)c1sc(NC(=O)c2ccco2)nc1-c1ccccc1	-6%	-1%	-0.2%	-0.8%	-3%	6%
5	Cc1ccc(S(=O)(=O)NCC(=O)N(CCc2ccccc2)CC(=O)NCc2ccco2)cc1	-10%	0%	-2.3%	-0.1%	-3%	18%
6	COc1ccccc1N1CCN(c2cc(=O)n(-c3ccc(Br)cc3)c(=O)[nH]2)CC1	4%	-1%	0.8%	-1.2%	0%	-6%[2.29 µM]
7	FC(F)(F)c1nc2nncn2c2c1CCCCC2	3%	-3%	-1.7%	-1.2%	2%	-5%
8	COc1ccc(-c2c(C(F)(F)F)oc3c(CN4CCN(C)CC4)c(O)ccc3c2=O)cc1	0%	-7%	-0.1%	-8.5%	-9%	7%
9	CC1CCc2c(C(=O)NCCN3CCOCC3)csc2C1 (stereo not drawn)	4%	-1%	0.6%	-0.9%	2%	u
10	CCCC(=O)Nc1ccc(NC(=O)C23CC4CC(CC(C4)C2)C3)cn1	-5%	6%	-1.3%	-0.6%	-2%	-2%

item	HADH2 inhib	Rhodamine autofl	Pol III holo inh	USP2a inh	Tau filament bind
1	9%	i	-5%	-7%	8%
2	u	i	-6%	-1%	-6%
3	3%[11.4 µM]	i	2%[11.4 µM]	x	5%[11.4 µM]
4	-3%	x	-8%	x	156%
5	-10%	i	2%	8%	6%
6	10%	i	-4%	-4%	8%
7	-21%	i	-3%	7%	-8%
8	-4%	i	-2%	-4%	u
9	5%	i	-4%	1%	-3%
10	7%	i	-4%	2%	6%

# The listing continues.
item	molecule	ALOX15 inhib	Casp7 inh	BRCT inh red	BRCT PPI green	Caspase-1 inhib	HEK293 cAMP ctrl
11	COc1cc(OC)cc(C(=O)OCc2cc3ccccc3[nH]c2=O)c1	-4%	1%	-0.3%	-2.9%	-1%	u
12	COc1ccc(-c2nnc3ccc(SCC(=O)N4CCN(c5ccccc5)CC4)nn23)cc1	u	1%	1.1%	0.5%	0%	7%
13	COc1ccc(C(=O)Nc2cccnc2)cc1S(=O)(=O)N1CCOCC1	1%	2%	-2.8%	5.5%	-1%	-1%
14	CCC(C)NC(=O)CCCCCn1c(=O)[nH]c2cc(OC)c(OC)cc2c1=O (stereo not drawn)	1%	1%	0.5%	-3.3%	0%	-1%
15	CCC(c1nnc(SCC(=O)N2CC(=O)Nc3ccccc32)n1Cc1ccccc1)N(C)C (stereo not drawn)	-2%	-1%	-0.3%	0.5%	0%	3%
16	CCOC(=O)N1CCC(NC(=O)C2CCN(S(=O)(=O)N3CCCC3)CC2)CC1	5%	0%	1.0%	1.2%	3%	4%
17	O=c1[nH]c(-c2ccccc2)c(-c2ccccc2)[nH]1	7%	0%	-0.6%	-1.6%	-1%	0%
18	COc1ccc(CCc2nc(-c3ccc(-n4cccc4)cc3)no2)cc1	-8%	-1%	-0.4%	-0.7%	0%	16%
19	CC1CCCN(C(=O)CSc2nnc3n(C4CCCC4)c(=O)c4ccccc4n23)C1 (stereo not drawn)	-8%	1%	-1.7%	0.0%	1%	15%
20	COc1ccccc1N(CC(=O)NCCSc1ccccc1)S(C)(=O)=O	5%[11.4 µM]	1%	0.0%	0.3%	1%	-7%[11.4 µM]

item	HADH2 inhib	Rhodamine autofl	Pol III holo inh	USP2a inh	Tau filament bind
11	6%	i	3%	7%	25%
12	u	i	0%	12%	-14%
13	-4%	x	-2%	-1%	-7%
14	-12%	i	0%	-5%	4%
15	7%	i	-3%	7%	-4%
16	5%	i	0%	-1%	12%
17	3.2µM*	i	-6%	-8%	8%
18	3%	x	3%	x	59%
19	7%	i	-9%	11%	-20%
20	2%[11.4 µM]	x	2%[11.4 µM]	8%[7.66 µM]	9%[11.4 µM]

# Marked active in HADH2 inhib (from the list above):
cpd | SMILES | ALOX15 inhib | Casp7 inh | BRCT inh red | BRCT PPI green | Caspase-1 inhib | HADH2 inhib | Rhodamine autofl | Pol III holo inh | USP2a inh | Tau filament bind
17 | O=c1[nH]c(-c2ccccc2)c(-c2ccccc2)[nH]1 | 7% | 0% | -0.6% | -1.6% | -1% | 3.2µM* | i | -6% | -8% | 8%

# New compounds follow.
item	molecule	ALOX15 inhib	Casp7 inh	BRCT inh red	BRCT PPI green	Caspase-1 inhib	HEK293 cAMP ctrl
21	COC(=O)NCC(c1cccnc1)N1CCOCC1 (stereo not drawn)	-5%	-1%	1.1%	4.7%	0%	7%
22	COC(=O)CC(C(=O)Nc1cc(C(=O)OC)cc(C(=O)OC)c1)N1CCN(C)CC1 (stereo not drawn)	7%	2%	0.3%	0.0%	0%	7%
23	c1nc(N2CCN(Cc3ccc4c(c3)OCO4)CC2)c2[nH]cnc2n1	-6%	3%	0.4%	1.6%	1%	25%
24	CC(=O)Nc1sc(C)c(C)c1C(=O)OC1CCOC1=O (stereo not drawn)	-19%	x	-0.8%	-0.8%	1%	4%
25	Cc1nn(CC(=O)NCCc2ccccc2)c(=O)c2ccccc12	-12%	1%	1.8%	1.4%	2%	5%
26	COc1ccc(COC(=O)N/N=C2/C[C@@H](O)[C@@H](O)[C@@H]3[C@H]4C(=O)N(c5ccc(F)cc5F)C(=O)[C@@H]4CC[C@H]23)cc1	12%[11.4 µM]	4%[11.5 µM]	-0.2%[15.4 µM]	-0.5%[15.4 µM]	-2%[11.5 µM]	4%[11.4 µM]
27	COc1nc(C)ccc1-c1noc(-c2ccccn2)n1	-3%	1%	-1.9%	-0.2%	0%	4%
28	O=C(c1ccccc1)C(O)c1ccccc1 (stereo not drawn)	-1%	0%	0.3%	-0.8%	-3%	-5%
29	Cc1cc2ccccc2c[n+]1CC(O)C[n+]1cc2ccccc2cc1C	27%[11.4 µM]	1%[11.5 µM]	-5.7%[15.4 µM]	-7.0%[15.4 µM]	-2%[11.5 µM]	5%[11.4 µM]
30	CCOC(=O)N1CCC(NC(=O)CCS(=O)(=O)c2ccc3c(c2)CCN3C(=O)CC)CC1	2%	0%	-2.1%	2.2%	-2%	3%

item	HADH2 inhib	Rhodamine autofl	Pol III holo inh	USP2a inh	Tau filament bind
21	u	x	2%	x	2%
22	0%	i	-4%	-1%	1%
23	8%	x	1%	x	-3%
24	8%	i	0%	-5%	-7%
25	1%	i	-8%	3%	-2%
26	3%[11.4 µM]	x	x	x	x
27	10%	i	1%	11%	1%
28	-5%	x	13%	x	4%
29	4%[11.4 µM]	i	-3%[11.4 µM]	x	u
30	6%	i	-1%	11%	-26%

# Continued:
item	molecule	ALOX15 inhib	Casp7 inh	BRCT inh red	BRCT PPI green	Caspase-1 inhib	HEK293 cAMP ctrl
31	COCC(=O)Nc1nc2ccc(C)cc2s1	3%	0%	-2.0%	-3.3%	-2%	0%
32	CCc1nc2ccccc2n1CC(=O)N(C(C)CC)C1CCS(=O)(=O)C1 (stereo not drawn)	2%	0%	-0.4%	0.5%	1%	5%
33	CC(=O)OCC1OC(C#CCC2CCCCC2)C=CC1OC(C)=O (stereo not drawn)	9%[11.4 µM]	-1%[11.5 µM]	0.3%[15.4 µM]	-1.9%[15.4 µM]	1%[11.5 µM]	8%[11.4 µM]
34	CC(=O)N1CCC2(CCN(Cc3ccc(C#N)cc3)CC2)CC1	5%	-1%	-0.3%	-2.4%	-1%	u
35	Cc1ccnc2nc(C(=O)N3CCN(S(=O)(=O)c4ccccc4)CC3)nn12	6%	0%	-1.4%	-0.1%	0%	6%
36	Nc1nc(-c2ccccc2)c(CC(=O)O)s1	-19%[11.4 µM]	0%[11.5 µM]	-0.5%[15.4 µM]	-1.6%[15.4 µM]	-1%[11.5 µM]	6%[11.4 µM]

item	HADH2 inhib	Rhodamine autofl	Pol III holo inh	USP2a inh	Tau filament bind
31	1%	i	-3%	-1%	2%
32	9%	i	3%	0%	-3%
33	-21%[11.4 µM]	x	x	x	x
34	3%	i	1%	7%	-9%
35	10%	i	-3%	2%	5%
36	-1%[11.4 µM]	i	12%[11.4 µM]	x	2%[11.4 µM]

# The list is partial; count on the stated rates, not on these rows.
